PfHsp40 rescue: restores yeast growth despite PfHsp40 toxicity. growth rescue, % at 12.5 µM. 340,000 compounds, 0.68% hits. S. cerevisiae expressing PfHsp40, growth rescue, ATP luminescence; in the data active = growth rescue above about 28%, passing the limit was not always enough;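 also: yeast W303a lacking pdr1 and pdr3 grown in galactose medium; growth measured after three days at 30 °C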
BioA inh: inhibitors of Mycobacterium tuberculosis BioA enzyme. AID 602481. 360,000 compounds, 0.096% hits. purified M. tuberculosis BioA enzyme, plate reader. inhibition, % at 9.99 µM; in the data active = inhibition above about 40%
UGM FP inh: Mtb UDP-galactopyranose mutase inhibition | AID 504406 | purified UGM, fluorescence polarization probe displacement | 320,000 compounds, 0.06% hits | inhibition, % at 10 µM | P9WIQ1; in the data active = inhibition above about 10%, passing the limit was not always enough
Target sequence (P9WIQ1 whole entry, looked up): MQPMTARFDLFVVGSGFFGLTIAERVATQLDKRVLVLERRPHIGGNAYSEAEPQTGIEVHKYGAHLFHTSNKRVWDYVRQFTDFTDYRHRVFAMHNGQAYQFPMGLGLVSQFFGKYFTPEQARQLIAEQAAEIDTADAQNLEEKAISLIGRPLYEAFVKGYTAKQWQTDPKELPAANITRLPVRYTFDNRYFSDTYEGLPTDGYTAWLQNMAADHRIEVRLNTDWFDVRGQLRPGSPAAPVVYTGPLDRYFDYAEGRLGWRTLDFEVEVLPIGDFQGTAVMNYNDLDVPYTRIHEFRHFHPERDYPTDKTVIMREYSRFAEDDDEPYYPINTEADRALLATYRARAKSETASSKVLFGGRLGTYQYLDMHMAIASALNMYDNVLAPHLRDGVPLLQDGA
Numbers without * were called inactive; · = no result given. A portion of the library (hit frequency here may not be typical).

| no. | canonical_smiles | PfHsp40 rescue | BioA inh | UGM FP inh |
| --- | --- | --- | --- | --- |
| 1 | COc1ccc(C2NC3=C(CCCC3)C(C#N)(C#N)C2(C#N)C#N)cc1 (centres undefined) | · | · | -0.7 |
| 2 | CS(=O)(=O)NCc1ccccc1Br | · | · | -1.1 |
| 3 | O=C(Nc1ccc(Cl)c(C(F)(F)F)c1)NC1CC2CCCC(C1)N2Cc1ccccc1 (centres undefined) | · | · | -1.4 |
| 4 | O=C(O)c1cccc(NCc2ccncc2)c1 | · | · | 2.7 |
| 5 | COC(=O)c1nc(NC(C)=O)n[nH]1 | · | · | 2.5 |
| 6 | CC(=O)OC[C@H]1O[C@@H](O/N=C/[C@@H](C)[C@H](OCc2ccccc2)C(C)C)[C@H](OC(C)=O)[C@@H](OC(C)=O)[C@@H]1OC(C)=O | · | · | 0.0 |
| 7 | COc1ccc(C(=O)Oc2ccc(C(=S)N3CCCC3)cc2)cc1OC | · | · | -1.2 |
| 8 | COc1cccc(C(=O)NN2CC(O)=C(c3nc4ccccc4n3C)C2=N)c1 | · | · | -1.0 |
| 9 | O=C(NCc1ccco1)c1cc2c(s1)CSC2 | · | · | -0.3 |
| 10 | CC1(C)CC2(CCO1)C(Nc1ccccc1)=NC(=S)N2c1ccccc1 (centres undefined) | · | · | 4.2 |
| 11 | COc1ccc2c(c1)OCC1=C2CCC2(C)C(=O)CC=C12 (centres undefined) | · | · | 1.4 |
| 12 | COc1ccc(-c2oc3ccc(-c4cc(OC)c(OC)c(OC)c4)cc3c2-c2ccc(OC)cc2)cc1 | · | · | -3.5 |
| 13 | CCn1nc(C)c(/C=C2\CCCC3=C2OC(N)=C(C#N)C3c2c(C)nn(CC)c2C)c1C (centres undefined) | · | · | 2.9 |
| 14 | C/C(=N\Nc1ccc(S(=O)(=O)Nc2ccccc2)cc1[N+](=O)[O-])c1ccncc1 | · | · | 0.5 |
| 15 | Cc1cccc(NC(=O)C(=O)NCCCc2ccccc2)c1 | · | · | 0.2 |
| 16 | O=C1CN(c2nc(-c3ccccc3)c3cc(Br)ccc3n2)c2ccccc2N1 | · | · | 2.6 |
| 17 | COC(=O)CCC(=O)c1ccc(OC)c(Cl)c1 | · | · | 2.7 |
| 18 | COc1ccc(OC)c(CCNC(=O)Cn2sc3nc(C)cc(C)c3c2=O)c1 | · | · | 2.4 |
| 19 | CCCCC(CC)CNC(=O)/C=C/c1ccc(F)cc1 (centres undefined) | · | · | -0.7 |
| 20 | Cc1cc(C)nc(Nc2ncn[nH]2)n1 | · | · | -2.3 |

Just UGM FP inh, for 3 of the compounds above:
item | Compound | UGM FP inh
10 | CC1(C)CC2(CCO1)C(Nc1ccccc1)=NC(=S)N2c1ccccc1 (centres undefined) | 4.2
4 | O=C(O)c1cccc(NCc2ccncc2)c1 | 2.7
18 | COc1ccc(OC)c(CCNC(=O)Cn2sc3nc(C)cc(C)c3c2=O)c1 | 2.4

Other entries:
| no. | canonical_smiles | PfHsp40 rescue | BioA inh | UGM FP inh |
| --- | --- | --- | --- | --- |
| 21 | COc1ccc(C2CC(C(F)(F)F)n3nc(C(=O)Nc4c(C)n(C)n(-c5ccccc5)c4=O)c(Cl)c3N2)cc1 (centres undefined) | · | · | 3.7 |
| 22 | c1ccc2oc(-c3ccc(Nc4nc(N5CCCCC5)nc(N5CCOCC5)n4)cc3)nc2c1 | · | · | 2.8 |
| 23 | COCCNC(=O)CNC(c1ccccc1)c1ccccc1 | · | · | -1.9 |
| 24 | O=C(Cc1ccccc1)NC(=S)Nc1ccc2oc(-c3ccccc3)nc2c1 | · | · | 0.5 |
| 25 | COc1ccc(NC(=O)c2ccc(Cl)c(NC(=O)c3ccncc3)c2)cc1 | · | · | -1.5 |
| 26 | CCn1c(=O)c(C(=O)Nc2ccsc2C(=O)OC)c(O)c2ccccc21 | · | · | -0.3 |
| 27 | CC(=O)Nc1ccccc1C(=O)C(=O)Nc1cccc(C(=O)NCc2ccc(C)cc2)c1 | · | · | -1.1 |
| 28 | Cc1ccc(S(=O)(=O)N2CCCCC2)cc1NC(=O)c1ccc2c(=O)n3c(nc2c1)CCCCC3 | · | · | -0.4 |
| 29 | Cc1ccccc1C(=O)N=c1c(C#N)cc2c(=O)n3cccc(C)c3nc2n1Cc1ccco1 | · | · | 7.1 |
| 30 | N#Cc1nccnc1S(=O)(=O)c1cccs1 | · | · | 1.7 |
| 31 | Cc1c(C(=O)O)c(C(=O)O)nc2ccc(N3CCOCC3)cc12 | · | · | -0.2 |
| 32 | CN=C1S/C(=C\c2cccc(Cl)c2Cl)C(=O)N1C | · | · | -3.3 |
| 33 | Cc1ccc2c(c1)c1ncnc(N3CCc4ccccc4C3)c1n2C | · | · | 5.0 |
| 34 | Brc1cccc(/C=N/Nc2nc(N3CCCCC3)nc(N3CCCCC3)n2)c1 | · | · | -1.3 |
| 35 | Cc1cccc(N2C(=O)NC(=O)/C(=C/c3ccc([N+](=O)[O-])o3)C2=O)c1 | · | · | 0.9 |
| 36 | O=c1[nH]c(=S)[nH]c2[nH]c(=S)[nH]c12 | · | · | 1.1 |
| 37 | CCCCCCCc1ccc(C2NC(=S)NC3=C2C(=O)c2ccccc23)cc1 (centres undefined) | · | · | 1.1 |
| 38 | COc1ccc(Nc2nc(-c3cccs3)cs2)cc1 | · | · | -1.2 |
| 39 | CCOC(=O)CCc1c(C)c2ccc(OCC)c(C)c2oc1=O | · | · | -0.5 |
| 40 | Cc1ccccc1N=C1NC(=O)/C(=C/c2cccn2-c2cccc(C(=O)O)c2)S1 | -1.0 | · | · |

6 compounds already listed, arranged by count of non-hydrogen atoms, lowest first.
| no. | canonical_smiles | PfHsp40 rescue | BioA inh | UGM FP inh |
| --- | --- | --- | --- | --- |
| 30 | N#Cc1nccnc1S(=O)(=O)c1cccs1 | · | · | 1.7 |
| 17 | COC(=O)CCC(=O)c1ccc(OC)c(Cl)c1 | · | · | 2.7 |
| 31 | Cc1c(C(=O)O)c(C(=O)O)nc2ccc(N3CCOCC3)cc12 | · | · | -0.2 |
| 33 | Cc1ccc2c(c1)c1ncnc(N3CCc4ccccc4C3)c1n2C | · | · | 5.0 |
| 1 | COc1ccc(C2NC3=C(CCCC3)C(C#N)(C#N)C2(C#N)C#N)cc1 (centres undefined) | · | · | -0.7 |
| 14 | C/C(=N\Nc1ccc(S(=O)(=O)Nc2ccccc2)cc1[N+](=O)[O-])c1ccncc1 | · | · | 0.5 |

Continued.
No. | SMILES | PfHsp40 rescue | BioA inh | UGM FP inh
41 | CN1C(=O)c2cc(NC(=O)c3cscn3)ccc2OC[C@@H]2O[C@H](CC(=O)NCc3ccc(Cl)c(Cl)c3)CC[C@H]21 | · | 1.0 | ·
42 | O=C(c1ccncc1)N1CC[C@H]2[C@H](CO)Nc3ccc(Br)cc3[C@H]21 | · | 59* | ·
43 | O=C(NCC1CC1)[C@H]1[C@H](CO)[C@H]2Cn3c(ccc(-c4ccccc4)c3=O)[C@@H]1N2C(=O)C1CC1 | · | 1.3 | ·
44 | C[C@@H]1CCCCO[C@H](CN(C)CC2CCCCC2)[C@@H](C)CN([C@H](C)CO)C(=O)c2cc(NC(=O)c3ccccc3)ccc2O1 | · | 0.3 | ·
45 | CO[C@H]1CN(C)C(=O)c2cc(NC(=O)NC(C)C)ccc2OC[C@H](C)N(C(=O)CN(C)C)C[C@@H]1C | · | -0.3 | ·
46 | Cc1ccc(S(=O)(=O)N(C)C[C@@H]2Oc3ccc(NC(=O)Nc4c(C)noc4C)cc3CC(=O)N([C@@H](C)CO)C[C@H]2C)cc1 | · | 4.1 | ·
47 | C[C@@H]1CN([C@H](C)CO)C(=O)c2cccc(NS(=O)(=O)c3ccccc3)c2O[C@@H]1CN(C)Cc1ccc(C(F)(F)F)cc1 | · | 0.8 | ·
48 | C[C@H](CO)N1C[C@H](C)[C@H](CN(C)C(=O)Nc2ccccc2)Oc2ccc(NS(C)(=O)=O)cc2C1=O | · | -1.2 | ·

Numbers 44 through 48, reprinted for reference:
No. | SMILES | PfHsp40 rescue | BioA inh | UGM FP inh
44 | C[C@@H]1CCCCO[C@H](CN(C)CC2CCCCC2)[C@@H](C)CN([C@H](C)CO)C(=O)c2cc(NC(=O)c3ccccc3)ccc2O1 | · | 0.3 | ·
45 | CO[C@H]1CN(C)C(=O)c2cc(NC(=O)NC(C)C)ccc2OC[C@H](C)N(C(=O)CN(C)C)C[C@@H]1C | · | -0.3 | ·
46 | Cc1ccc(S(=O)(=O)N(C)C[C@@H]2Oc3ccc(NC(=O)Nc4c(C)noc4C)cc3CC(=O)N([C@@H](C)CO)C[C@H]2C)cc1 | · | 4.1 | ·
47 | C[C@@H]1CN([C@H](C)CO)C(=O)c2cccc(NS(=O)(=O)c3ccccc3)c2O[C@@H]1CN(C)Cc1ccc(C(F)(F)F)cc1 | · | 0.8 | ·
48 | C[C@H](CO)N1C[C@H](C)[C@H](CN(C)C(=O)Nc2ccccc2)Oc2ccc(NS(C)(=O)=O)cc2C1=O | · | -1.2 | ·

(further entries)
No. | SMILES | PfHsp40 rescue | BioA inh | UGM FP inh
49 | C[C@@H]1CN([C@H](C)CO)C(=O)c2cc(-c3ccc(F)cc3)cnc2O[C@@H]1CN(C)C(=O)Nc1ccccc1F | · | -0.8 | ·
50 | CC(C)NC(=O)Nc1ccc2c(c1)C(=O)N([C@H](C)CO)C[C@H](C)[C@H](CN(C)C(=O)Cc1ccccc1)OCCCC[C@H](C)O2 | · | 1.3 | ·
51 | Cc1ccc(S(=O)(=O)Nc2ccc3c(c2)C(=O)N([C@H](C)CO)C[C@H](C)[C@H](CN(C)S(=O)(=O)c2ccccc2)OCCCC[C@@H](C)O3)cc1 | · | -0.7 | ·
52 | CN(C)CCCNC(=O)C[C@H]1C=C[C@H](NS(=O)(=O)c2ccccc2)[C@@H](CO)O1 | · | 0.7 | ·
53 | C[C@@H]1CN([C@H](C)CO)C(=O)c2cc(C#CC3(O)CCCC3)cnc2O[C@H]1CN(C)S(=O)(=O)c1cccc(F)c1 | · | 3.0 | ·
54 | Cc1noc(C)c1NC(=O)Nc1ccc2c(c1)C(=O)N([C@H](C)CO)C[C@@H](C)[C@H](CN(C)Cc1ccc(Cl)c(Cl)c1)OCCCC[C@H](C)O2 | · | -3.1 | ·
55 | COc1ccc(NC(=O)N(C)C[C@@H]2Oc3ccc(NC(=O)Nc4ccccc4)cc3CC(=O)N([C@@H](C)CO)C[C@H]2C)cc1 | · | -0.4 | ·
56 | C[C@H](CO)N1C[C@H](C)[C@@H](CN(C)Cc2ccc3c(c2)OCO3)Oc2ccc(NS(=O)(=O)c3ccc(Cl)cc3)cc2CC1=O | · | 1.1 | ·
57 | C[C@H]1CN([C@@H](C)CO)C(=O)c2cc(C3=CCCCC3)cnc2O[C@H]1CN(C)Cc1ccccc1 | · | -1.5 | ·
58 | COc1ccccc1CNC(=O)C[C@H]1CC[C@@H]2[C@H](COc3ccc(NC(C)=O)cc3C(=O)N2C)O1 | · | -1.5 | ·
59 | C[C@H](CO)N1C[C@H](C)[C@H](CN(C)C(=O)Nc2ccc(C(F)(F)F)cc2)Oc2ccc(NC(=O)Nc3ccc(F)cc3)cc2CC1=O | · | -1.0 | ·
60 | C[C@@H]1CN([C@H](C)CO)C(=O)c2cccc(NC(=O)Nc3ccc(F)cc3)c2O[C@H]1CN(C)C(=O)Nc1cccc2ccccc12 | · | 3.5 | ·
61 | C[C@@H]1CN([C@@H](C)CO)C(=O)c2cc(NC(=O)Cc3ccccc3)ccc2O[C@@H](C)CCCCO[C@@H]1CN(C)Cc1ccc2c(c1)OCO2 | · | -1.9 | ·
62 | Cc1noc(C)c1NC(=O)N(C)C[C@@H]1Oc2ncc(/C=C/c3ccccc3)cc2C(=O)N([C@H](C)CO)C[C@@H]1C | · | 3.8 | ·
63 | COc1ccc(S(=O)(=O)N(C)C[C@H]2Oc3ccc(NC(=O)NC4CCCCC4)cc3C(=O)N([C@H](C)CO)C[C@H]2C)cc1 | · | -1.3 | ·
64 | C[C@H]1CN([C@@H](C)CO)C(=O)Cc2cc(NC(=O)Cc3cn(C)c4ccccc34)ccc2O[C@H]1CN(C)Cc1ccc2c(c1)OCO2 | · | -2.2 | ·
65 | C[C@@H]1CN([C@@H](C)CO)C(=O)c2cc(C#CC3CC3)cnc2O[C@@H]1CN(C)Cc1ccncc1 | · | 2.5 | ·
66 | C[C@H]1CCCCO[C@@H](CN(C)C(=O)c2ccncc2)[C@@H](C)CN([C@@H](C)CO)C(=O)c2cc(NC(=O)c3ccccc3)ccc2O1 | · | 1.9 | ·
67 | CO[C@@H]1CN(C)C(=O)c2cc(NC(=O)Nc3cc(F)ccc3F)ccc2OC[C@H](C)N(C(=O)c2cnccn2)C[C@@H]1C | · | 2.3 | ·
68 | C[C@H](NC(=O)C[C@H]1CC[C@H](NC(=O)Cc2ccccn2)[C@@H](CO)O1)c1ccccc1 | · | -3.8 | ·
69 | C[C@@H]1CCCCO[C@@H](CN(C)CC2CC2)[C@@H](C)CN([C@H](C)CO)C(=O)c2cc(NS(=O)(=O)c3cn(C)cn3)ccc2O1 | · | 0.3 | ·
70 | C[C@H]1CN([C@@H](C)CO)C(=O)c2cc(NC(=O)Nc3ccc(C(F)(F)F)cc3)ccc2O[C@H]1CN(C)Cc1ccc2c(c1)OCO2 | · | -0.7 | ·
71 | OC[C@@H]1[C@H](c2ccc(C3=CCCC3)cc2)[C@H]2CN(Cc3cncnc3)CCCCN12 | · | -2.1 | ·
72 | C[C@H]1CN([C@@H](C)CO)C(=O)c2cccc(NS(C)(=O)=O)c2O[C@@H]1CN(C)CC1CC1 | · | -3.5 | ·
73 | O=C(N[C@@H]1CC[C@H](CCn2cc(C3(O)CCCC3)nn2)O[C@H]1CO)C1CCC1 | · | -1.9 | ·

Screens from PubChem.
